TSHR antagonist: human thyrotropin receptor antagonism. 0.2% of 330,000 active. TSHR-expressing cells, TSH-stimulated cAMP HTRF, 2 h; active compounds read low. P16473. activity change, negative = inhibition, % at 11.5 µM;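 active = activity change below a set negative limit, meaning inhibition stronger than a set level, cut at about -70% in these data; inconclusive = activity change between two set negative limits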; also: % is scaled to controls: 0 for no effect and ±100 for the full control effect
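Competitive HTRF cAMP read-out (cryptate anti-cAMP antibody, cAMP-d2; 30 min, room temperature) in freshly harvested TSHR cells. Compounds added before TSH at EC80 (4nM final), followed by 2 hours' incubation at 37 deg C.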
Mito fusion yeast: inhibitors of mitochondrial division or activators of mitochondrial fusion; AID 485298; Potency, µM (highest dose often 46.1 µM), for the others: at the top dose growth rescue (activation), usual class: activators; S. cerevisiae fusion-defective mutant growth rescue, CellTiterGlo 48 h; 0.23% of 320,000 active;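 also: potency is read from the fitted curve at half-maximal effect; % of control where 0% means no effect; nearly all actives have a fitted effect of over 45% in size; temperature-sensitive fusion mutants such as fzo1-1 at 37 °C on non-fermentable ethanol glycerol medium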
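Read-out: ATP-based luminescence (CellTiterGlo, 10 min ambient) reporting growth of fusion-defective ts yeast after 48 hours at 37C on glycerol/ethanol YPEG medium in the presence of compound.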
Chronic BCR inh: inhibitors of chronic active B-cell receptor signaling. ABC-DLBCL IkBa-CBG/CBR reporter, luminescence ratio, 4 h. Potency, µM (top dose mostly 46.1 µM), inactives show at the highest dose ratio change, negative = lower green/red ratio, hits mostly inhibitors. 0.05% of 340,000 active. AID 493014; active = well fitted inhibition curve with a large enough effect in the signal ratio, with a control signal flat, not every such curve was filed as active; inconclusive = small, poorly fitted or top-dose-only effect, or effect the other way, or a change in a side signal; the % refers to the signal ratio;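 also: potency is read from the fitted curve at half-maximal effect; plate controls were basal doxycycline-induced cells for no effect and cells given 10 µM MG132 for full effect; MG132 reads +100%, hits lower the ratio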
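Concentration-response series (up to 46 uM) were applied to TMD8 dual-reporter cells for 4 h at 37C with doxycycline. Green/red ratio, after filter-overlap correction, defined %Activity; red signal alone was normalised to basal cells and zero luminescence.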
uPA surface inh: cell surface uPA generation inhibition | Potency, µM (doses to about 38.3 µM), for the others: at the top dose activity change, negative = inhibition, usual class: inhibitors | 0.31% of 330,000 active | cell surface uPA generation assay, qHTS | AID 540303; active = well fitted inhibition curve with a large enough effect; inconclusive = small, poorly fitted or top-dose-only effect; inactive = no such curve, though single readings can be large or run the other way; tested in mouse RAW 264.7 cells; also: potency is read from the fitted curve at half-maximal effect; % is scaled to controls: 0 for no effect and ±100 for the full control effect; nearly all actives have a fitted effect of over 55% in size
B2AR arrestin: agonists driving beta-arrestin recruitment to human beta2-adrenergic receptor; beta-arrestin recruitment to beta2AR, cell-based reporter; Potency, µM (doses to about 46.1 µM), without a hit: top-dose activation, hits mostly activators; 0.02% of 330,000 active; AID 492947;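 also: potency is read from the fitted curve at half-maximal effect; 0% = DMSO controls and full agonism = EC100 isoproterenol or metaproterenol; nearly all actives have a fitted effect of over 65% in size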
TCR act: T cell receptor activation | 330,000 tested, under 10 active | Potency, µM (top dose mostly 9.22 µM), inactives show top-dose activation of IL-2 secretion, most hits filed as activators | primary human leukocytes, anti-CD3, IL-2 HTRF, 48 h; also: % of control where 0% means no effect
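Readout: HTRF IL-2, Eu-cryptate/d2 antibody pair, 320nm excitation, 665nm emission. Stimulus: a-CD3 beads, no co-stimulation. Cells: primary human leukocytes. Exposure: 48 hr with compound.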
Tb PFK inh: inhibitors of T. brucei phosphofructokinase | O15648 | T. brucei PFK, ADP-Glo luminescence | Potency, µM (series often up to 57.5 µM), without a hit: at the top dose activity, negative = inhibition, usual class: inhibitors | 0.17% of 330,000 active;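 also: potency is read from the fitted curve at half-maximal effect; 0% = uninhibited 1x PFK enzyme wells and -100% = no-enzyme wells; nearly all actives have a fitted effect of over 60% in size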
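Compounds were pin-transferred as a titration series up to 57 uM into substrate buffer (0.5 mM F6P, 0.1 mM ATP, pH 8.0), then 1.25 nM PFK was added and reactions ran 45 min before ADP-Glo detection.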
PTAP TSG101 blk: blocks PTAP/TSG101 interaction to inhibit HIV-1 budding; Q99816; Fluorescence polarization, FITC-PTAP peptide / Tsg101 binding; Potency, µM (highest dose often 115 µM), for inactives: top-dose activity change, negative = inhibition, hits mostly inhibitors; 340,000 tested, under 10 active; active = well fitted inhibition curve with a large enough effect in the main read-out, with a control signal flat, not every such curve was filed as active; inconclusive = small, poorly fitted or top-dose-only effect, or effect the other way, or a change in a side signal; inactive = no such curve, though single readings can be large or run the other way; also: potency is read from the fitted curve at half-maximal effect; % of control where 0% means no effect
Target sequence (Q99816 whole entry, looked up): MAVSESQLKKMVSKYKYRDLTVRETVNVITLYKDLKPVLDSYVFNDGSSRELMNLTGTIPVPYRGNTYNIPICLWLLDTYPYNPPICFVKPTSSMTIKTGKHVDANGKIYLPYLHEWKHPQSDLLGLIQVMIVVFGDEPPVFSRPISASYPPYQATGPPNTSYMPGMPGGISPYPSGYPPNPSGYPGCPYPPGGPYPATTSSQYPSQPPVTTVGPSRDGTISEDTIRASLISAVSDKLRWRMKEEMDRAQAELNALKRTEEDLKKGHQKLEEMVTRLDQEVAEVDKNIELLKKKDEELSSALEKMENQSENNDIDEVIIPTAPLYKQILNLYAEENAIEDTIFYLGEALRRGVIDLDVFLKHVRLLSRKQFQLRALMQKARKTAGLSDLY
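Steps: Tsg101 binding domain dispensed (10 uM final), compounds pinned in DMSO, FITC-labeled PTAP-motif peptide added (50 nM final); after 20 min binding at room temperature, polarization measured.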
Eya2 inh: Eya2 (human) phosphatase inhibition; Potency, µM (doses to about 76.9 µM), for the others: at the top dose activity, negative = inhibition, actives largely listed as inhibitors; recombinant Eya2, OMFP fluorescence dephosphorylation (OMFP is methylfluorescein phosphate); AID 488837; 0.006% of 330,000 active; also: potency is read from the fitted curve at half-maximal effect; % is scaled to controls: 0 for no effect and ±100 for the full control effect
Target sequence (O00167 whole entry, looked up): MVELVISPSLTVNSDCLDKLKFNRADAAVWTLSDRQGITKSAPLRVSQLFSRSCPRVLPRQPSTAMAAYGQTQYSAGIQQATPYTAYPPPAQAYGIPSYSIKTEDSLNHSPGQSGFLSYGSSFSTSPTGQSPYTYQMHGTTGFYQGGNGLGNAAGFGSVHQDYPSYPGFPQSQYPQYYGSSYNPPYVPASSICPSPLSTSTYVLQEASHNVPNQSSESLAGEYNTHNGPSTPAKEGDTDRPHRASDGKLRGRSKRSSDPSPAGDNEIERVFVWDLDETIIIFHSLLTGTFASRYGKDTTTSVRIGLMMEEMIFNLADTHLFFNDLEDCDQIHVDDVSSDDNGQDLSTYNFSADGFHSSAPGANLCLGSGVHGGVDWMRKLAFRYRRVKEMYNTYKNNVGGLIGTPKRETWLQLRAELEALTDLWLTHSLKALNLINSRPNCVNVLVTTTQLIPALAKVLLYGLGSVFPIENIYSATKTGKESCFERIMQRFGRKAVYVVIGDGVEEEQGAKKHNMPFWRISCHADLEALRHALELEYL
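Eya2 protein (added as 0.2 uM solution) was preincubated with compound for 10 min at ambient temperature in 50 mM HEPES pH 7.5, 50 mM NaCl, 5 uM MgCl2, 0.05% BSA, 1 mM DTT. OMFP (added at 50 uM) then reacted 10 min; fluorescence read at 485/525 nm.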
ELG1 repair inh: ELG1-dependent DNA repair inhibition | Potency, µM (highest dose often 46.1 µM), for the others: at the top dose activity change, negative = inhibition, usual class: inhibitors | AID 504467 | HEK293T ELG1-luciferase reporter, luminescence, 16 h; DNA damage induced by 5-fluorouridine | 2.3% of 330,000 active; also: potency is read from the fitted curve at half-maximal effect; % is scaled to controls: 0 for no effect and ±100 for the full control effect; nearly all actives have a fitted effect of over 55% in size
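5-Fluorouridine DNA damage + compound/DMSO, 2,000 cells/well, 16 h, 37 °C/5% CO2. ONE-Glo, 30 min RT, luminescence. Readout = decrease in reporter signal.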
USP2a block: USP2a (human) protease inhibition. O75604. USP2 core, Ub-CHOP2 coupled fluorogenic reporter, 485/531. Potency, µM (doses to about 38.3 µM), for the others: at the highest dose activity change, negative = inhibition, hits mostly inhibitors. 0.01% of 330,000 active. AID 463254;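 also: potency is read from the fitted curve at half-maximal effect; plate controls were DMSO wells for no effect and full inhibition by NEM control for full effect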
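USP2 core (10nM final) preincubated 30min RT with compound in 20mM Tris-HCl pH 8.0, 2mM CaCl2, 2mM beta-mercaptoethanol, 0.05% CHAPS; 25nM Ub-CHOP2 plus 25nM reporter substrate added, fluorescence (Ex485/Em531) read after 60min.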
Starred values were filed as active, the others as inactive; ? = inconclusive; / = not tested or not shown; [ ] = another dose, or the depositor's remark. Unless noted, calls follow the shape of the dose curve; as a rule, active = well fitted curve in the direction sought with a large enough effect; inconclusive = small, poorly fitted or top-dose-only effect, or another doubt; inactive = no such curve, though single readings can be large; an effect the other way counts as inactive or inconclusive.

Compound	TSHR antagonist	Mito fusion yeast	Chronic BCR inh	uPA surface inh	B2AR arrestin	TCR act	Tb PFK inh	PTAP TSG101 blk	Eya2 inh	ELG1 repair inh	USP2a block
Cc1ccc(S(=O)(=O)CCN2CCC(n3cccc3)CC2)cc1	5	-5%	9%	-1%	-0.7%	0%	-2%	0%	-1%	5%	-1%
Cc1cn(Cc2ccccc2)c(=O)[nH]c1=O	0	2%	-18%	8%	-0.2%	-1%	-2%	-6%	4%	21%	4%
COc1ccc(S(=O)(=O)NCCc2cn3nc(C)c(C)nc3n2)cc1	3	1%	?	0%	-0.1%	0%	2%	3%	-8%	17%	3%
CCCCCN(C(=O)CCC(=O)OCC(=O)N(C)C1CCCCC1)c1c(N)n(CCCC)c(=O)[nH]c1=O	4	-3%	8%	22%	-0.1%	3%	0%	-6%	0%	-1%	0%
O=C1CC(Nc2ccc(N3CCOCC3)cc2)C(=O)N1c1cccc(C(F)(F)F)c1 (stereo unspecified)	-10	2%	0%	-30%	-0.2%	-2%	3%	-2%	-25%	1%	?
CC(C)Cc1nc(SCC(=O)N2CCOCC2)c2c(=O)n(C)c(=O)n(C)c2n1	-12	1%	4%	3%	0.0%	3%	0%	-7%	0%	-2%	2%
CC(C)CNC(=S)NC(=O)c1ccc([N+](=O)[O-])cc1	-4	-14%	8%	-3%	-0.7%	1%	-1%	-7%	11%	?	1%
O=C(OCCc1cc2ccccc2c(=O)o1)c1ccc(C(F)(F)F)cc1	-34	-9%	-6%	13%	0.1%	1%	-14%	-1%	-2%	25%	-1%
Cc1nnc(NC(=O)C2CSC3(C)CCC(=O)N23)s1 (stereo unspecified)	0	-3%	4%	0%	0.4%	1%	-9%	-2%	-20%	-7%	2%
CCOc1ccc(NC(=O)CCS(=O)(=O)c2ccc3c(c2)CCCN3C(C)=O)cc1	3	-4%	3%	4%	-0.1%	-1%	1%	-6%	-13%	-10%	2%
O=c1[nH][nH]c(C(F)(F)F)c1C=Nc1ccc(Cl)cc1	11	-2%	7%	-5%	-0.1%	-1%	-9%	-5%	-3%	-4%	1%
Fc1ccc(Cn2cnc3ccccc32)cc1	3	-9%	15%	1%	0.2%	-6%	-8%	-9%	9%	-2%	0%
COc1ccc([C@@]2(O)c3c(ccc(CC=C(C)C)c3O)NC(=O)[C@@H]2OC)cc1	-6	23%	?	1%	0.5%	1%	3%	-5%	-10%	-8%	-9%
Cc1cccc(NC(=O)C2CCN(S(C)(=O)=O)CC2)c1C	4	2%	-8%	4%	0.1%	3%	-5%	-1%	6%	-21%	3%
CCc1cccc2c(C(=O)C(F)(F)F)cn(CC(=O)NCC3CCCO3)c12 (stereo unspecified)	-4	2%	3%	5%	-0.1%	9%	-4%	0%	10%	4%	3%
O=C(COC(=O)c1ccccc1O)NNC(=O)c1ccc(Br)cc1	2	-12%	9%	1%	0.3%	-6%	-1%	-3%	22%	-2%	2%
Cc1cccc(NC(=O)CSc2nnc(C3CC3)n2CC2CCCO2)c1 (stereo unspecified)	11	0%	2%	-1%	-0.3%	12%	2%	-1%	2%	-3%	1%
CCC1=C2CC[C@H]3C(=O)N(c4ccccc4)C(=O)[C@H]3[C@H]2[C@@]2(C)C(=NCc3ccccc3)OC(=O)N2C1=O	-2	-9%	?	?	0.4%	9%	-4%	-1%	0%	16%	1%
c1ccc(NCc2cccc3ccccc23)nc1	30	-4%	-9%	8%	0.5%	1%	-2%	-3%	-14%	12%	-1%
O=C(N/N=C/c1ccncc1)c1cccc(S(=O)(=O)N2CCCC2)c1	3	2%	0%	6%	0.0%	6%	-8%	0%	-16%	23%	0%
Cc1ccc(S(=O)(=O)N2CCC(Oc3ccc(-n4cnnn4)cc3)CC2)cc1	-6	1%	7%	9%	0.1%	-5%	9%	-3%	-2%	9%	0%
C=CCNC(=S)/N=c1/ccccn1Cc1ccccc1	20	-5%	-1%	?	0.0%	/	-7%	-8%	0%	-23%	3%
O=C(c1cccs1)N(Cc1ccco1)C1CCS(=O)(=O)C1 (stereo unspecified)	-4	-1%	-1%	/	0.0%	-1%	-4%	-5%	-7%	17%	1%
CN(C)c1ccc(/C=N/NC(=O)CNC(=O)c2ccco2)cc1	16	-3%	0%	4%	-0.1%	6%	-1%	3%	5%	5%	6%
CN(C)S(=O)(=O)c1ccc(Cl)c(C(=O)OCC(=O)c2ccco2)c1	/	/	-9%	7%	-3.4%	1%	6%	-3%	6%	0%	6%
CC(C)(C)OC(=O)NCCCC[C@H](NC(=O)c1nc[nH]c1C(=O)NCC(=O)OCc1ccccc1)C(=O)OC(C)(C)C	-12	-1%	7%	14%	2.8%	6%	-6%	-5%	-4%	-25%	1%
O=C(O)c1c(-n2cccc2)sc2c1CCCC2	4	6%	?	2%	-0.5%	-8%	2%	-2%	7%	?	1%
CCOC(=O)c1sc(NC(=O)C2=COCCO2)c(C#N)c1C	-1	?	6%	-2%	-0.8%	-2%	27%	-2%	2%	3%	-1%
COc1ccc(CCNC(=O)CCSc2nc(-c3ccco3)cc(C(F)(F)F)n2)cc1OC	1	-1%	?	5%	3.2%	-1%	-1%	-1%	/	?	0%
CC1(c2ccc3c(c2)OCCO3)NC(=O)N(CC(=O)c2ccc[nH]2)C1=O (stereo unspecified)	-8	-10%	1%	-30%	-1.5%	-2%	3%	-2%	-2%	13%	-2%
Cc1ccc(Cl)cc1NC(=O)COC(=O)C1CC1	-4	-4%	-1%	5%	-0.1%	0%	-2%	0%	5%	-9%	9%
Cc1ccc(N=C2C(=O)Nc3ccccc32)cc1	-2	1%	-9%	3%	-0.6%	-2%	0%	1%	-8%	21%	-1%
COc1cc(C)c(Cl)cc1S(=O)(=O)NC1CC(C)(C)NC(C)(C)C1	-14	-1%	-30%	/	-0.3%	/	-3%	/	6%	4%	2%
CC(=O)N1c2ccccc2[C@H](C)[C@H]1C	6	-13%	-7%	4%	0.1%	3%	-3%	0%	-4%	28%	-2%
CN(C)c1nc(Nn2cnnc2)nc(N(C)C)n1	22	-5%	-7%	4%	-0.3%	-6%	-3%	-1%	4%	?	-1%
CCCNC(=S)Nc1ccc(CC(=O)OC)cc1	6	-5%	?	1%	-0.3%	3%[46.1 µM]	-1%	-2%	-5%	9%	4%
CSc1nc(N2CCOCC2)c2c(c1C#N)CC(C)(C)OC2	0	3%	-8%	-8%	-0.1%	0%	5%	-6%	-24%	?	6%
COC(=O)CC1=C(C(=O)OC)C(c2cc(OC)c(OC)cc2OC)C(C#N)=C(N)O1 (stereo unspecified)	0	-1%	?	/	0.0%	-3%	-2%	-2%	3%	-25%	2%
CC(C)(C)SCCNC(=O)c1ccc(CN2CCc3ccccc3C2)cc1	-10	-22%	1%	-8%	0.6%	4%	-12%	1%	-19%	20%	0%
CC1CN(C(=O)c2cccc(S(=O)(=O)Nc3ccc(Cl)cc3)c2)CC(C)O1 (stereo unspecified)	0	1%	5%	1%	-1.0%	1%	-1%	-2%	17%	?	1%
C=CCN(C(=O)c1csnn1)C(C(=O)NC1CCCCC1)c1ccccc1 (stereo unspecified)	-8	-3%	7%	-2%	0.4%	-11%	0%	-2%	5%	2%	0%
COc1cccc(CN(C)C(=O)c2cccc(OCc3ccccc3)c2)c1	-12	?	?	6%	0.0%	-5%	-3%	0%	-18%	-3%	0%
O=C(Nc1cccc2ncccc12)c1ccccc1Cl	17	1%	-2%	5%	0.2%	/	1%	-2%	-21%	-2%	-1%
